# Granule exo inh: LAMP-1 surface exposure blockers, TALL-104 cells – cell-based, flow cytometry, MLPCN library, primary screen; 360,000 compounds, 0.66% hits; TALL-104 LAMP-1 surface exposure; cells stimulated with thapsigargin and PMA; AID 651702, 2012; inhibition, % at 10 µM;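 active means inhibition above about 55%, limit read from the data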
# Glyco luc inh: increase of ERlucT glycosylation luciferase signal, primary screen, N-linked glycosylation inhibitor project, D54 ERlucT cells, luminescence, set 2 | AID 588692, 2011 | reporter increase, % at 12.5 µM | 360,000 compounds, 0.23% hits | D54 ERlucT glycosylation luciferase reporter, 24 h; percent of 100 nM tunicamycin response;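 active means mean luciferase reporter signal, scaled so untreated is 0 and the glycosylation-blocking control 100, at or above a set limit in every replicate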;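 further: luciferase carries N-glycosylation sites so blocking glycosylation raises the light; 0% = median of neutral control wells and 100% = median of 100 nM tunicamycin wells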
# ABCB6 inh 2: ABCB6 transporter inhibitors, primary screen, K562-ABCB6 cells, flow cytometry, MLPCN library; K562-ABCB6 porphyrin accumulation, 1 h; active compounds read low; fluorescence ratio to DMSO, % at 10 µM; 360,000 compounds, 0.19% hits;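 active means fluorescence ratio to DMSO below 75%, the collection mean minus 3 SD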;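 further: signal is porphyrin accumulated inside mitochondria; 100% equals median channel fluorescence of DMSO control wells; lower ratio means ABCB6 inhibition with less porphyrin fluorescence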
# Target sequence (Q9NP58 whole entry, looked up): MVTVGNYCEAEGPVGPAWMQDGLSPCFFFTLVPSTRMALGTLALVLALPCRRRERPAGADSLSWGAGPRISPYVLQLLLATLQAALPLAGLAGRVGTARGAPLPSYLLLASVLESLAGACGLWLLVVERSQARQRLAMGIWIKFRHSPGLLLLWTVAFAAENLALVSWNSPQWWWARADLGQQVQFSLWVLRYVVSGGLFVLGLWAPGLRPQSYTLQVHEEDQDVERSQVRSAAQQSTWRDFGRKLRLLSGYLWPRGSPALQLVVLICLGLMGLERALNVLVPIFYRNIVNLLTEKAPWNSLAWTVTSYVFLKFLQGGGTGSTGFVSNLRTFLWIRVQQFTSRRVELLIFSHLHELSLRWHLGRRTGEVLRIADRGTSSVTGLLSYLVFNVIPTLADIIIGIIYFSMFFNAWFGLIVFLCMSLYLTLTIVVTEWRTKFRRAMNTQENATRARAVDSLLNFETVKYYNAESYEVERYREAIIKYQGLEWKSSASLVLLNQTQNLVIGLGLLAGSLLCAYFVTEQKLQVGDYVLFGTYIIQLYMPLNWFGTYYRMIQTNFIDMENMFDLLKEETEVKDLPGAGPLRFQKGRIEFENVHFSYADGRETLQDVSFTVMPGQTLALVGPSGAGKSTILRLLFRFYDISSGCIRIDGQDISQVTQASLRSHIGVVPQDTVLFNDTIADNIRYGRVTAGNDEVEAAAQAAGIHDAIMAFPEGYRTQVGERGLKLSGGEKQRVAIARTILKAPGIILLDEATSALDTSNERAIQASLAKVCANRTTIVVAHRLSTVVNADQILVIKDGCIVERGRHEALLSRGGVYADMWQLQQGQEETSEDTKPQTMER
# ABHD5-PLIN5 inh: ABHD5-PLIN5 interaction inhibitors, primary screen, cell lysate, split luciferase complementation, luminescence. 360,000 compounds, 0.78% hits. inhibition, % at 4 µM. Split G. princeps luciferase complementation, 4 h. AID 602281, 2012. Perilipin-5 (Homo sapiens) + 1-acylglycerol-3-phosphate O-acyltransferase ABHD5 (Homo …;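 active means inhibition above the mean inhibition across every tested compound plus 3 SD, cut at about 22% in these data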;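 further: 0% = DMSO only wells and the 100% control is not disclosed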
# MC4R antagonist: MC4R antagonists of cAMP signaling, primary screen, cell-based, TR-FRET, antagonist arm of biased-ligand search; MC4R-expressing cells, MTII-stimulated cAMP, LANCE TR-FRET; inhibition, % at 6.5 µM; 360,000 compounds, 0.48% hits; Melanocortin receptor 4 (Homo sapiens), P32245;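 active means inhibition above its plate's cutoff, the mean of tested wells on that plate plus 3 SD, cut at about 29% in these data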;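 further: 0% = Melanotan II alone and 100% = Melanotan II plus saturating MCL0020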
#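 Assay system: human MC4R-expressing U2OS cells; reagent: Melanotan II stimulation of cells; dosing: 6.5 µM single dose; timing: compound 30 min, challenge 1 h, detection 1 h; signal: TR-FRET cAMP assay; replicates: one well per compound, no replicates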
# MC4R ag barr: MC4R agonists recruiting beta-arrestin, primary screen, cell-based, luminescence, agonist arm of biased-ligand search; U2OS MC4R beta-arrestin complementation; percent of melanotan II response, DMSO zero; AID 540308, 2011; activation, % at 8.9 µM; 360,000 compounds, 0.98% hits;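 active means activation above a per-plate cutoff, the mean activation of sample wells on that plate plus 3 SD, cut at about 8% in these data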
# HTR2A ag: mouse Htr2a agonists via beta-arrestin recruitment, primary screen, cell-based, luminescence | CHO-K1 mHTR2A beta-arrestin complementation; percent of 30 µM serotonin response | activation, % at 7.6 µM | 360,000 compounds, 0.66% hits | AID 624169, 2012;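 active means activation above a run cutoff, the mean activation of all tested compounds plus 3 SD, cut at about 14% in these data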;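 further: 0% = plate median of compound wells and 100% = 30 µM serotonin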
# aDG glyco up: activators of alpha-DG glycosylation, primary screen, uHTS, Pro5-aDG cells, AlphaScreen | AID 624168, 2012 | activation, % at 10 µM | 360,000 compounds, 0.22% hits | alpha-DG glycosylation AlphaScreen (IIH6); 0% Pro5, 100% B10-LARGE cell signal;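 active means activation of at least 8% versus controls, or a plate z-score of at least 8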;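 further: Pro5 are CHO cells carrying HIG-tagged alpha-DG that lacks glycosylation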
# hiPSC survival: enhancers of single-cell hiPSC survival, primary screen, ATPlite luminescence. 100% = ROCK inhibitor wells, 0% = DMSO. survival enhancement, % at 20 µM. 360,000 compounds, 0.044% hits. AID 602274, 2012; in the data active means survival enhancement above about 18%;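 further: cells exposed to compounds for 16 hours before the ATP read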
# H9c2 protect: cardioprotection against H2O2-induced cell death, primary screen, uHTS, H9c2 cells, ATPLite luminescence; protection from H2O2 cell death, % at 20 µM; H9c2 cardiomyocytes, H2O2 injury protection, 2 h; AID 588492, 2011; 360,000 compounds, 0.63% hits;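 active means compounds giving at least 50% protection of heart cells from peroxide-induced death in the single-dose screen, raw or plate-pattern-corrected value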;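 further: 0% = DMSO wells with peroxide and 100% = DMSO wells without peroxide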
# * hit, by the source's call; . = no result given. An unsorted share of the library; 4.5% or so of the library scored in one or more.
SMILES,Granule exo inh,Glyco luc inh,ABCB6 inh 2,ABHD5-PLIN5 inh,MC4R antagonist,MC4R ag barr,HTR2A ag,aDG glyco up,hiPSC survival,H9c2 protect
COc1ccc(C2(CNC(=O)c3ccc(OC)c([N+](=O)[O-])c3)CCOCC2)cc1OC,1,2,94,-5,7,0.1,0,0.4,3.7,8
COc1ccccc1NC(=O)N(C)C[C@H]1OCc2cn(nn2)CCCC(=O)N([C@@H](C)CO)C[C@@H]1C,0,0,99,6,0,-1.5,-4,0.1,-1.4,5
O=C(CCNC(=O)C1CCN(S(=O)(=O)c2ccccc2)CC1)NCc1ccccc1Cl,0,1,102,-1,-1,-2.8,3,0.0,-0.3,2
O=C(NNC(=O)C12CC3CC(CC(C3)C1)C2)c1csc(N2CCOCC2)n1,-7,2,97,5,5,-3.6,-1,-0.2,-0.4,1
Cc1ccc(S(=O)(=O)N[C@H](C(=O)OCC(=O)NC(=O)c2cccn2C)C(C)C)cc1,5,1,95,12,-1,-1.3,-2,3.6*,-0.3,0
COCCn1c(N)c(NCc2ccccc2)c(=O)[nH]c1=O,0,1,96,5,10,-0.6,7,-0.1,0.4,9
CCc1nnc(NC(=O)CSc2nnc(-c3ccccc3OC)n2-c2ccccc2)s1,-1,1,95,-4,12,-2.6,-3,0.3,1.3,6
COc1ccc(Cc2nc3ccc(C(=O)NCc4cc(C)no4)cc3o2)cc1,-4,0,104,-3,-2,-3.8,-7,0.1,-0.3,-2
C/C(=N\OC(=O)c1ccc(Cl)cc1)c1nccs1,0,1,98,-3,-2,-4.0,-3,0.2,-1.7,-11
c1cc(-c2cc3nc(NCC4CC4)ccn3n2)ccc1OCCN1CCOCC1,-7,-3,94,11,12,-0.7,-4,-0.2,-1.4,4
COc1ccc(NC(=O)Cn2nnc(-c3ccccc3F)n2)cc1,1,3,100,0,-3,1.7,8,0.6,1.8,-1
COc1ccccc1C(=O)OCCN1CCOCC1,-4,2,101,-8,9,-3.0,3,-0.1,1.6,2
O=C(C1CCCCC1C(=O)N1CCCCC1)N1CCCCC1 (stereo not drawn),-1,-1,97,-6,6,-0.8,3,0.1,0.3,-2
O=C(Nc1nnc(-c2ccco2)o1)c1ccc2ccccc2c1,23,1,90,1,-9,-1.1,3,0.0,-0.1,64*
O=C(CN1C(=O)c2ccccc2C1=O)Nc1cc(C(=O)O)cc(C(=O)O)c1,-8,0,99,-8,13,1.0,-2,0.0,0.9,0

# Compound profiles (already shown).
# Shown for `COc1ccccc1NC(=O)N(C)C[C@H]1OCc2cn(nn2)CCCC(=O)N([C@@H](C)CO)C[C@@H]1C` → Granule exo inh = 0; Glyco luc inh = 0; ABCB6 inh 2 = 99; ABHD5-PLIN5 inh = 6; MC4R antagonist = 0; MC4R ag barr = -1.5; HTR2A ag = -4; aDG glyco up = 0.1; hiPSC survival = -1.4; H9c2 protect = 5
# Shown for `O=C(Nc1nnc(-c2ccco2)o1)c1ccc2ccccc2c1` → Granule exo inh = 23; Glyco luc inh = 1; ABCB6 inh 2 = 90; ABHD5-PLIN5 inh = 1; MC4R antagonist = -9; MC4R ag barr = -1.1; HTR2A ag = 3; aDG glyco up = 0.0; hiPSC survival = -0.1; H9c2 protect = 64*
# Shown for `Cc1ccc(S(=O)(=O)N[C@H](C(=O)OCC(=O)NC(=O)c2cccn2C)C(C)C)cc1` → Granule exo inh = 5; Glyco luc inh = 1; ABCB6 inh 2 = 95; ABHD5-PLIN5 inh = 12; MC4R antagonist = -1; MC4R ag barr = -1.3; HTR2A ag = -2; aDG glyco up = 3.6*; hiPSC survival = -0.3; H9c2 protect = 0

# Next part:
SMILES,Granule exo inh,Glyco luc inh,ABCB6 inh 2,ABHD5-PLIN5 inh,MC4R antagonist,MC4R ag barr,HTR2A ag,aDG glyco up,hiPSC survival,H9c2 protect
CCc1sc(C(=O)Nc2ccc3nc(C)sc3c2)cc1C,5,-1,104,13,12,4.3,-16,0.0,-0.5,-11
Cc1cc(OCc2nn[nH]n2)c2c(-c3ccccc3)cc(=O)oc2c1,4,0,103,3,0,-2.6,0,-0.1,0.1,4
COc1cccc(C(=O)NC(=O)Nc2cc(C)on2)c1,-1,0,100,-5,10,-2.0,1,-0.1,-0.6,-7
c1ccc(-n2nc3ccccc3n2)cc1,-2,-1,83,-3,0,-0.5,0,-0.1,-2.9,-1
Cc1nn(C(=O)c2cccc([N+](=O)[O-])c2)c(C)c1Sc1ccccc1,1,0,93,3,8,-0.1,2,0.2,-0.6,9
N#Cc1c2n(c3c(=S)nc[nH]c13)CCCCC2,8,4,101,-6,7,-1.6,0,-0.2,-0.1,11
COC(=O)c1sc(NC(=S)NC(=O)c2ccccc2)nc1C,8,-5,102,-5,-3,1.2,3,-0.3,-3.2,-13
O=C(Cn1nnc(-c2ccc(F)cc2)n1)N1CCCCC1,3,-3,104,-4,5,0.2,-1,0.6,2.4,0
NS(=O)(=O)c1ccc(CNC(=O)C(Cc2ccccc2)NS(=O)(=O)c2ccccc2F)cc1 (stereo not drawn),19,0,97,3,-1,-1.3,1,0.0,-0.5,3
CC(=O)c1c(C)[nH]c(C(=O)Nc2ccc(C)c(C)c2)c1C,2,-4,101,3,9,2.5,-1,-0.1,4.3,-4
Cc1ccc2nc(C)cc(C(=O)OCC(=O)c3ccc(Cl)c([N+](=O)[O-])c3)c2c1,1,3,102,-5,-18,-3.6,-5,-0.2,-0.3,5
Cc1c(C=O)c(=O)n(-c2ccccc2)n1-c1ccccc1,-4,3,91,0,5,-1.9,2,0.0,1.9,1
Cc1ccc(/C=C2/SC(=S)N(CCC(=O)N3CCN(C)CC3)C2=O)cc1,9,5,104,3,3,1.9,2,0.3,-0.7,-7
CCOC(=O)Cc1csc(SCC(=O)NC(C)C23CC4CC(CC(C4)C2)C3)n1 (stereo not drawn),1,1,98,2,6,0.6,-2,0.2,3.9,0
CCc1ccc(NC(=O)CSc2nncn2-c2cccnc2)cc1,-3,-1,101,4,9,0.0,-6,0.0,0.0,2
CCOc1ccc(NC(=O)CN2CCCC2c2cccs2)cc1S(=O)(=O)N1CCCCC1 (stereo not drawn),4,0,99,1,2,-0.3,-6,-0.1,0.0,8
Cc1onc(-c2c(Cl)cccc2Cl)c1C(=O)NNc1ccccc1,-10,2,92,-16,8,-0.4,-2,0.2,-1.0,7
O=C(Nc1cc(C(F)(F)F)ccc1F)C1CCCCC1,2,2,100,-6,7,2.7,-2,0.1,2.0,-6
O=C(CCCCl)NC(=S)Nc1cc(C(F)(F)F)ccc1N1CCOCC1,3,3,103,-5,12,-0.6,-7,-0.2,-1.0,-18
Cc1ccc(-c2cc(C(=O)N/N=C/c3ccc(F)cc3)n[nH]2)o1,5,-1,97,6,7,-1.2,-2,-0.1,-0.1,-1
O=C(Nc1ccccc1C(=O)O)c1cccc(NC(=O)c2ccccc2Br)c1,-13,1,98,8,3,0.4,2,-0.2,-0.2,0
CCOc1ccc(OC(=O)NC(c2ccccc2)C(Cl)(Cl)Cl)cc1 (stereo not drawn),-2,0,95,3,13,1.1,-4,2.1,-0.6,-2
CCOCCCn1c(=O)c(NC(=O)c2ccc(OCC)cc2)c2n(c1=S)CCCCC2,-2,.,100,-2,0,-1.6,-1,0.0,-2.8,5
Cc1cccc(-c2noc(CCCC(=O)NC3CCCCC3)n2)c1,7,1,96,6,3,-2.3,4,0.0,1.1,-8
O=C1CC(c2cccc(Cl)c2)C(n2cncn2)C(=O)C1C1NCCc2ccccc21 (stereo not drawn),-5,3,90,-4,-4,-1.9,16*,-0.3,-1.5,3
Cc1ccccc1CNC(=O)c1ccc2ccccc2n1,14,-2,84,-1,1,1.9,2,0.1,-0.3,-9
CC1(c2ccc3c(c2)OCCO3)NC(=O)N(CC(=O)Nc2ccccc2)C1=O (stereo not drawn),1,4,100,4,-2,-0.9,4,0.2,-1.3,0
O=C(CCNS(=O)(=O)c1cccs1)NCc1ccccc1,1,-1,100,7,5,0.2,3,-0.2,0.8,9
CCOC(=O)N1CCN(C(=O)c2cn(C)c(=O)c3c2c2ccccc2n3C)CC1,0,5,106,-9,3,-0.3,2,0.4,1.6,8
C[C@H](CO)N1C[C@H](C)[C@@H](CN(C)S(=O)(=O)c2cccc(C#N)c2)OCc2cnnn2CCCC1=O,7,3,100,-2,0,0.0,3,0.3,-1.7,8

# Continued, overlapping the part above by two compounds.
SMILES,Granule exo inh,Glyco luc inh,ABCB6 inh 2,ABHD5-PLIN5 inh,MC4R antagonist,MC4R ag barr,HTR2A ag,aDG glyco up,hiPSC survival,H9c2 protect
CCOC(=O)N1CCN(C(=O)c2cn(C)c(=O)c3c2c2ccccc2n3C)CC1,0,5,106,-9,3,-0.3,2,0.4,1.6,8
C[C@H](CO)N1C[C@H](C)[C@@H](CN(C)S(=O)(=O)c2cccc(C#N)c2)OCc2cnnn2CCCC1=O,7,3,100,-2,0,0.0,3,0.3,-1.7,8
N#Cc1cnc(N)c(Br)c1,0,0,96,-3,6,-1.8,-1,0.2,-1.2,5
COc1cccc(CN2CCNC(=O)C2CC(=O)N(C)Cc2cnccn2)c1OC (stereo not drawn),0,-1,102,3,8,1.1,3,0.1,5.8,-1
CCC(=O)N1CCCc2cc(S(=O)(=O)N3CCC(N4CCCCC4)CC3)ccc21,-4,-4,76,4,0,-1.1,0,-0.1,2.8,-6
CCCCCC(=O)Nc1cccc(-c2nc3ncccc3o2)c1,-2,1,104,6,-3,-0.1,10,0.1,-1.1,-5
O=[N+]([O-])c1ccc(O)c(CSc2nnnn2-c2ccccc2)c1,1,0,104,-1,4,-1.5,0,-0.1,0.0,-8
CC1CCCCC1NC(=O)c1ccc(S(=O)(=O)NCC2CCCO2)cc1 (stereo not drawn),0,-1,104,1,3,-1.0,-3,-0.1,1.1,-8
CCOc1nc(C)ccc1-c1noc(-c2ccncc2)n1,-4,1,95,0,2,-1.1,1,0.1,1.0,3
N#CCCN(Cc1cccnc1)C(=S)NC1CC2C=CC1C2 (stereo not drawn),-11,0,92,11,3,-0.7,0,-0.1,-0.5,0
Cc1ccc(OCC(=O)O/N=C(\N)Cc2ccc(Cl)cc2)cc1,1,1,85,-9,-4,-2.1,-2,-0.3,0.9,7
CCCCN1CCC(COC(=O)c2cc(Cl)c(N)c3c2OCCO3)CC1,-2,-7,99,4,5,-1.6,-4,-0.1,-0.5,2
CNc1csc(C)c(C)c1=O,1,4,102,-5,8,-3.2,-2,-0.1,-0.4,3
